IDE act = human IDE activators in live cells, primary screen, fluorescence polarization, HEK cells, FAbeta-B substrate; Insulin-degrading enzyme (Homo sapiens), P14735; FAbeta-B cleavage; 0% vehicle, 100% cell-free pure enzyme wells; activation, % at 5.96 µM; 340,000 tested, 0.073% active; AID 493087, 2011;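 active means activation above the mean of all tested compounds plus 3 SD, set per screening campaign, cut at about 17% in these data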
Target sequence (P14735 whole entry, looked up): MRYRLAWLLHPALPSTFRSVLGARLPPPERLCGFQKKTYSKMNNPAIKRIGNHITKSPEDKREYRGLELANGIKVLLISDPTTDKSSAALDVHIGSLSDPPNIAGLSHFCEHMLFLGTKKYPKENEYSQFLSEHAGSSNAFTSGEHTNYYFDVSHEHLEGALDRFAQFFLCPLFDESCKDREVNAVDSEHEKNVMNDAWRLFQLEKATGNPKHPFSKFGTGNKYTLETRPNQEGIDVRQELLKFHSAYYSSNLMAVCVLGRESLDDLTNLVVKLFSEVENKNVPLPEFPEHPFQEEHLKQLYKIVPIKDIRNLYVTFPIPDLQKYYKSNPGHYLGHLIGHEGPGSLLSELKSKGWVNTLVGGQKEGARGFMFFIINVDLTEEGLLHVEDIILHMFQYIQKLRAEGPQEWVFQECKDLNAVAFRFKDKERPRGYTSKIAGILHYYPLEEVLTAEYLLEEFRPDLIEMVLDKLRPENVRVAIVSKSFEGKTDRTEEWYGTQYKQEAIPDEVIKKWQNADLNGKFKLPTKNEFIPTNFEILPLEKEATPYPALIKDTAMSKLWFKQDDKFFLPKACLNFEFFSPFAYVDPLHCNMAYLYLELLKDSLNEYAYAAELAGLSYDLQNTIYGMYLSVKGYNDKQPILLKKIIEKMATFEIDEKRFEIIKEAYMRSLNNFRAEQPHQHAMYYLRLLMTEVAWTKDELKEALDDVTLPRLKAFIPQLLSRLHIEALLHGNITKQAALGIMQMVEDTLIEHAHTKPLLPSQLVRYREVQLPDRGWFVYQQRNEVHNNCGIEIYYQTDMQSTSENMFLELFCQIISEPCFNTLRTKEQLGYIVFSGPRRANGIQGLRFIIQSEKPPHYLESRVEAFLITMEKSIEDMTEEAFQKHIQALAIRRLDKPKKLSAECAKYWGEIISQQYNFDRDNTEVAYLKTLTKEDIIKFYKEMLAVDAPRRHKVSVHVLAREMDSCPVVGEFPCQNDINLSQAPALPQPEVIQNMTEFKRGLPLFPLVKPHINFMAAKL
VIM-2 inhibitor = VIM-2 metallo-beta-lactamase inhibitors, primary screen, biochemical, epi-absorbance readout, Pseudomonas aeruginosa enzyme. 290,000 tested, 0.89% active. AID 1527, 2009. purified VIM-2, nitrocefin hydrolysis, epi-absorbance fluorescence. inhibition, % at 5.6 µM;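 active means inhibition above the mean of all tested compounds plus 3 SD, cutoff set per screening run, cut at about 7.5% in these data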;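 further: red hydrolysis product quenches plate fluorescence so inhibitors raise well fluorescence; 0% = enzyme with DMSO and 100% = DMSO without enzyme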
IMP-1 inhibitor = IMP-1 metallo-beta-lactamase inhibitors, primary screen, biochemical, epi-absorbance readout, Pseudomonas aeruginosa enzyme. metallo-beta-lactamase IMP-1 (Pseudomonas aeruginosa). purified IMP-1, nitrocefin hydrolysis, epi-absorbance fluorescence. inhibition, % at 5.6 µM. 290,000 tested, 0.45% active. AID 1556, 2009;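 active means inhibition above the mean plus 3 SD of all compounds in the same screening run, cut at about 4.5% in these data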;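 further: 0% = IMP-1 with DMSO and 100% = DMSO wells lacking enzyme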
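System: purified recombinant IMP-1 beta-lactamase. Medium: Zinc- and detergent-supplemented HEPES buffer, pH 7.1. Compound: one 5.6 µM dose […]. Schedule: 15 min preincubation plus 25 min reaction at 25 °C. Technique: Epi-absorbance fluorescence, 480 nm excitation, 530 nm emission.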
FID counter = compounds displacing fluorescent DNA intercalator, primary screen, artefact control for HCV NS3 helicase inhibitor project, biochemical, FID fluorescence; 290,000 tested, 0.17% active; inhibition, % at 7.9 µM; DNA fluorescent intercalator displacement; AID 1845, 2009; in the data active means inhibition above about 37%;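 further: 0% = vehicle and 100% = reference compound; higher means more ethidium bromide displaced from hairpin DNA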
M18AAP inhibitor = PfM18AAP inhibitors, malaria aminopeptidase, primary screen, biochemical, QFRET, recombinant enzyme. M18 aspartyl aminopeptidase (Plasmodium falciparum 3D7). H-Glu-NHMec fluorogenic cleavage. inhibition, % at 7.35 µM. 290,000 tested, 1.2% active. AID 1822, 2009;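 active means inhibition above the campaign mean inhibition over all tested compounds plus 3 SD, cut at about 28% in these data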;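 further: 0% = plate median of test compound wells and 100% = 2 mM ZnCl2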
IDE cell inh = human IDE inhibitors in live cells, primary screen, fluorescence polarization, HEK cells, FAbetaB substrate; inhibition, % at 5.59 µM; FAbetaB cleavage; 320,000 tested, 0.41% active;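 active means percent inhibition above the average of all tested compounds plus 3 SD, set per screening campaign, cut at about 16% in these data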;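 further: IDE supplied by intact live HEK cells; FP after avidin binding of uncleaved biotin substrate so inhibition keeps polarization high; 0% = DMSO wells and 100% = 60 µM reference IDE inhibitor Ii1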
HCV NS3 hel inh = inhibitors of HCV NS3 helicase, primary screen, biochemical, Cy5 molecular beacon fluorescence | AID 1800, 2009 | NS3 helicase DNA unwinding | 290,000 tested, 0.56% active | inhibition, % at 10.9 µM | Hepatitis C virus NS3 helicase;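 active means inhibition above the mean of all tested compounds plus 3 SD, set per campaign, cut at about 35% in these data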;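 further: 0% = DMSO wells and 100% = thioflavine S control wells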
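test system = hepatitis C virus NS3 helicase domain fragment enzyme | reagent = annealed dual-labelled DNA beacon duplex, ATP-started | times = 1 h at 25 °C | detection = Cy5 fluorescence, 0 and 60 min reads | read-out basis = percent inhibition from t60/t0 fluorescence ratio | control set = DMSO and thioflavine S | replication = one well per compound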
p-CIP stab down = p/CIP-EGFP fusion destabilizers, primary screen, fluorescence, F442A cells; 290,000 tested, 0.01% active; AID 1984, 2009; decrease of EGFP signal, % at 10 µM; 16 h;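 active means EGFP signal decrease of at least 30% at 10 µM or well 3 SD below plate mean, unless failing retest; inactive means the rest, including hits failing retest or dose response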; further: some compounds called inactive have numbers as strong as hits; many of its hits are not listed in these tables
UBC9 SUMO inh = inhibitors of in vitro SUMOylation cascade, primary screen, biochemical, HTRF, uHTS; 290,000 tested, 0.36% active; AID 2006, 2009; inhibition, % at 35 µM; HTRF SUMOylation assay, SAE1/SAE2 + UBC9; SUMO-conjugating enzyme UBC9 (Homo sapiens), P63279; in the data active means inhibition above about 50%, passing the limit was not always enough; further: strong numbers were not always called active
* = called active by the depositor; . = not tested or not shown. Hits appear at their usual frequency; overall some 3.6% were active at least once.

SMILES	M18AAP inhibitor	IDE act	IMP-1 inhibitor	p-CIP stab down	UBC9 SUMO inh	HCV NS3 hel inh	IDE cell inh	FID counter	VIM-2 inhibitor
Cc1ccc(-n2nc(C)c3c2OC(N)=C(C#N)C3c2ccncc2)cc1 (configuration not stated)	3.0	7.6	-3.6	-1.1	-2.9	22.8	-1.6	-9.8	-2.4
Cc1ccc(Nc2nc3c(s2)CCC3)c(C)c1	-3.7	4.2	-7.1	-6.5	0.5	-3.9	3.9	-2.6	-3.0
C=CCC(NCc1ccccc1)c1ccccc1 (configuration not stated)	5.6	4.4	0.3	-10.3	-4.4	-4.4	2.8	0.9	2.5
O=C(CCN1c2ccccc2Sc2ccccc21)Oc1ccccc1	-8.4	1.3	-2.6	-6.3	-7.4	-8.0	-1.6	-2.2	-1.6
C/C(N)=C(/C#N)C(=O)COC(=O)c1cc(-c2cccc(Br)c2)nc2ccccc12	8.1	2.7	-0.5	2.1	-9.3	22.8	3.0	-3.8	0.6
CCn1c(SCC(=O)Nc2ccccc2)nc2ccccc2c1=O	0.0	4.3	-1.1	-10.1	5.8	2.6	-0.1	-23.4	0.9
O=C(NCc1ccc2c(c1)OCO2)C1CCC(CNc2c(N3CCCC3)c(=O)c2=O)CC1 (configuration not stated)	-2.9	5.3	-1.3	-6.7	3.0	1.5	-4.0	-16.8	-1.5
O=C(Cc1ccccc1)Nc1nnc(-c2ccco2)o1	-1.7	6.4	-4.3	13.1	-11.7	2.3	1.1	2.6	-1.2
CC(C)c1ccc(/C=C/c2[nH]c(=O)[nH]c(=O)c2[N+](=O)[O-])cc1	13.7	5.4	-3.4	-8.9	8.5	56.2*	0.4	-8.8	-0.9
Cc1ccc(-n2nc(C)c3c(C)c(CCC(=O)NCc4ccco4)c(C)nc32)cc1	.	4.4	.	-3.3	15.9	.	2.7	.	.
Cc1csc(NC(=O)CSc2nnc(CCNC(=O)c3ccc(Cl)c(Cl)c3)n2C)n1	0.0	-1.3	0.6	-1.9	-7.0	4.3	2.1	-4.4	-1.1
O=C(CCNC(=O)N1CC(=O)Nc2ccccc21)NCc1cccc(Cl)c1	5.7	4.7	-2.9	-8.8	-5.1	6.6	-0.6	-26.4	-0.8

SMILES	M18AAP inhibitor	IDE act	IMP-1 inhibitor	p-CIP stab down	UBC9 SUMO inh	HCV NS3 hel inh	IDE cell inh	FID counter	VIM-2 inhibitor
CCCNC(=O)c1cc(S(=O)(=O)N2CCc3ccccc32)cn1C	-1.0	-1.9	-2.7	-21.2	8.9	-7.2	1.0	-11.1	-1.7
O=C1CC(C(F)(F)C(F)(F)C(F)(F)F)=Nc2ccccc2N1	-0.9	-2.6	-6.0	-2.8	2.7	-8.9	2.2	-1.8	-0.6
COc1ccccc1NC(=O)Nc1ccc(C(N)=O)cc1	-3.8	-3.2	0.2	-3.3	2.7	0.5	5.8	-0.9	0.1
CCN(CC)C(=O)C(=O)Nc1cccc(Br)c1	5.6	-0.2	-1.5	-1.1	21.5	3.9	1.9	-0.5	-2.4
COc1cccc(CCNC(=O)CC2C(=O)NCCN2CC(C)(C)C)c1 (configuration not stated)	-8.8	-0.6	-2.0	-3.8	16.9	0.1	0.2	-18.9	-2.0
CCN1CCN(S(=O)(=O)c2ccc3ccccc3c2)CC1	-6.8	0.8	-2.4	-2.4	22.0	0.3	2.7	-2.7	-4.9
Cc1cc(C)nc(/N=C(\N)N(Cc2ccccc2)Cc2ccccc2)n1	0.7	-1.3	-2.0	-17.3	24.2	-2.4	2.5	10.7	-0.7
CCC(=O)NCCCc1nc2ccccc2n1Cc1ccccc1F	-2.6	2.3	-3.0	-5.6	2.4	0.8	12.1	-16.2	-2.1
COc1ccc(CNC(=O)CCNS(=O)(=O)c2cccc3nsnc23)cc1	-13.1	1.7	-2.4	7.5	4.1	-5.7	-4.6	-3.6	-0.2
Clc1ccc(-c2ccc(SCc3ccccn3)nn2)cc1	0.5	1.8	-0.2	0.7	8.8	6.0	4.4	-7.3	-3.0
COc1ccc(N(C(=O)CCl)C(C(=O)NCCc2ccccc2)c2cccs2)cc1Cl (configuration not stated)	-13.0	5.3	-1.9	7.5	1.8	2.7	0.9	-21.5	-1.6
O=C(O)C1CCCCC1C(=O)Nc1cccc(Cl)c1Cl (configuration not stated)	10.5	0.9	-1.0	-0.7	19.9	-1.0	3.8	0.3	0.8

SMILES	M18AAP inhibitor	IDE act	IMP-1 inhibitor	p-CIP stab down	UBC9 SUMO inh	HCV NS3 hel inh	IDE cell inh	FID counter	VIM-2 inhibitor
Cc1ccc(/C=N/NC(=O)c2nnn(-c3nonc3N)c2CNc2ccccc2)cc1	1.6	4.2	-3.4	-1.4	32.6	4.3	3.9	-17.1	-7.1
O=C(Oc1ccc(C(=S)N2CCOCC2)cc1)c1ccccc1	-2.5	4.4	-0.4	-4.3	1.2	0.3	1.3	-17.2	2.0
CC(C)Oc1ccc(C(CCN)C2CCCCC2)cc1 (configuration not stated)	5.0	0.5	-2.3	-10.0	-9.1	-76.3	-2.8	21.1	-2.0
CCOC(=O)C1(CCCc2ccccc2)CCN(S(C)(=O)=O)CC1	-18.1	-1.0	1.0	-3.3	5.7	-7.4	1.6	-33.8	0.0
CCOc1ccc(C(=S)N2CCOCC2)cc1OC	-1.8	2.0	-1.0	10.6	-39.4	-1.2	2.2	0.1	-0.5
Cc1ccc(N(C(=O)c2ccc(S(=O)(=O)N(C)C)cc2)C2C=CS(=O)(=O)C2)cc1 (configuration not stated)	10.4	5.3	1.5	-6.1	4.7	-0.4	-0.8	-23.4	0.5
Cc1sc2ncnc(NCCCO)c2c1C	-4.3	2.3	0.0	-16.8	16.6	1.6	1.1	3.2	4.3
Cc1ccc(S(=O)(=O)NCc2nc3ccccc3[nH]2)cc1	0.6	5.5	-4.4	-14.8	0.9	6.5	-6.8	-1.1	-1.0
COCCOC(=O)C1=C(C)NC2=C(C(=O)CC(C)(C)C2)C1c1cc2c(cc1Br)OCO2 (configuration not stated)	10.5	2.0	-0.6	1.3	-8.7	-3.7	1.1	-25.7	-1.4
CCOC(=O)/C(C#N)=C\c1ccc2c(c1)OCO2	-12.1	1.7	-1.6	.	.	4.5	1.8	2.1	-2.5
O=[N+]([O-])c1ccc(C[n+]2cc(-c3ccc(Cl)c(Cl)c3)n3c2CCCCC3)cc1	-8.2	-0.1	-1.0	-6.2	9.8	-47.2	0.4	27.7	-0.7
Cc1cccc(C)c1OCC1CNC(=O)O1 (configuration not stated)	-14.3	-0.2	1.6	-6.9	3.2	11.5	-1.4	0.4	0.6

SMILES	M18AAP inhibitor	IDE act	IMP-1 inhibitor	p-CIP stab down	UBC9 SUMO inh	HCV NS3 hel inh	IDE cell inh	FID counter	VIM-2 inhibitor
Nn1c(SCC(=O)Nc2ccc(F)c(F)c2)nnc1C1CCCCC1	-4.2	2.4	-1.0	-6.4	-1.1	0.4	7.3	-5.3	-1.7
CC(=O)Cn1cnc2scc(-c3ccc(C)c(C)c3)c2c1=O	5.7	1.7	-0.3	-9.9	-12.0	18.5	-1.8	-8.0	2.3
COc1cc2c(cc1OC)C1(NCC2)C(=O)Nc2ccccc21 (configuration not stated)	-4.6	7.7	-2.5	-4.0	9.3	-0.4	0.7	-1.8	-2.0
O=C(Nc1cccc(C(F)(F)F)c1)C1(c2ccccc2)CC1	1.3	5.1	-2.3	-7.5	-4.6	3.7	7.9	-5.8	-0.3
CCN1CCN(c2nc(Nc3ccc(C)c(C)c3)nc(N)c2[N+](=O)[O-])CC1	-9.7	-1.1	-0.4	1.3	2.5	-19.7	3.1	4.7	1.9
CN1CCN(C(=O)C2CCC(=O)N(Cc3cccc(C(F)(F)F)c3)C2)CC1 (configuration not stated)	2.8	4.5	-2.4	-16.1	9.7	4.7	6.2	-2.9	0.2
CCc1cc2c(=O)[nH]c(-c3ccncc3)nc2s1	-9.8	-0.6	0.2	-21.7	31.6	-7.4	3.6	4.6	-0.4
COc1cc(OC)c(NC(=O)Cn2cccc2)cc1Cl	-3.3	-3.9	0.1	-8.2	6.0	-3.7	0.9	-2.0	-3.4
CC1(C)N([O-])C(c2ccccc2)=C[N+](=O)C1(C)C	-8.1	3.5	-2.7	-0.2	5.1	1.0	-1.6	-3.1	-4.1
O=C(CCc1nc2ccccc2c(=O)[nH]1)OCc1nnc(-c2ccccc2)o1	6.3	0.9	1.6	6.9	5.3	0.8	3.4	-0.8	-0.3
C=CCSc1ncccc1C(=O)NCCc1ccc(Cl)cc1	-12.7	3.2	-0.1	-3.7	-2.0	2.4	0.8	-18.9	-0.2
Clc1ccc(OCCN2CCOCC2)cc1	-3.7	2.3	-1.2	-2.2	10.0	2.4	-1.7	-3.5	-1.5

SMILES	M18AAP inhibitor	IDE act	IMP-1 inhibitor	p-CIP stab down	UBC9 SUMO inh	HCV NS3 hel inh	IDE cell inh	FID counter	VIM-2 inhibitor
O=c1[nH]c2ccccc2cc1-c1noc(-c2cccnc2)n1	0.3	1.4	-2.8	-10.7	14.3	1.0	6.5	-7.3	2.7
CCN1C(=O)C(C)S/C1=N\S(=O)(=O)c1ccc(F)cc1 (configuration not stated)	-9.9	2.2	0.3	-5.5	-7.5	-10.2	2.6	-9.8	-3.1
Cn1cnnc1SCC(=O)Nc1ccc(Br)cc1F	-6.6	9.2	-1.5	-6.1	15.4	-2.3	1.6	0.5	-1.0
CCc1nnc(NC(=O)c2ccc(-c3cccc(C(F)(F)F)c3)o2)s1	3.0	-0.1	-2.0	7.0	5.2	-1.0	-1.1	2.7	2.0
N/C(=N\NS(=O)(=O)c1ccccc1C(F)(F)F)c1ccccn1	-0.8	10.1	-2.5	-2.5	-0.9	0.3	4.3	-1.5	-1.6
CSCc1ccc(C(=O)NCc2ccc(C)cc2)cc1	-9.2	-2.7	-0.8	0.8	2.4	8.1	9.2	-12.2	0.1
Nc1c(C=C2C=CC(=O)C=C2)c(=O)nc2sc(CC(=O)N3CCCCC3)nn12	7.8	2.3	-3.1	-6.9	.	15.9	2.7	-22.4	3.0
Cc1cccc(NC(=O)Nc2ccc(Br)cc2)n1	1.0	2.4	0.2	12.8	-0.6	-2.4	0.4	-5.0	0.6
Cc1nnc(SCc2nc3ccccc3s2)n1N	3.9	-1.2	-2.6	-3.3	-3.6	1.1	5.1	-0.3	-1.7
Cc1nc(C(F)(F)F)c(C(=O)O)cc1-c1nc(-c2ccccc2)cs1	-5.9	2.0	-1.7	-14.5	3.7	5.3	-0.6	-15.9	-0.3

From PubChem BioAssay
